Arr AP2 block = blocks beta-arrestin peptide binding to AP2 adaptin; FITC-arrestin peptide / GST-AP2 beads, flow cytometry; AP2 beta2 appendage carries R879A mutation; inhibition, % at 10 µM; 340,000 compounds, 0.31% hits; AID 504490;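 active = inhibition above a set limit, near 3 SD of compounds lacking own fluorescence, cut at about 54% in these data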;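 note: plate controls were DMSO wells for no effect and 5 µM unlabelled arrestin peptide for full effect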
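system = GST-tagged AP2 beta2-adaptin appendage (R879A) on 4 µm glutathione beads | reagent = FITC-labelled arrestin peptide probe, 50 nM final | schedule = compound with beads 12 min RT, then probe 1 h RT | signal = HyperCyt-sampled flow cytometry, FL1 channel, ex 488/em 535 nm | read-out = percent response from loss of bead-bound FITC fluorescence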
SR-BI DiI inh = mouse SR-BI HDL lipid transfer inhibition. Q61009. AID 488896. ldlA[mSR-BI] CHO cells, DiI-HDL uptake fluorescence, 3 h. inhibition, % at 12.5 µM. 320,000 compounds, 0.96% hits;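 active = mean replicate inhibition of at least 70% and a set share of replicates each scoring 70 or more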;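 note: 0% = median of neutral control wells and 100% = median of positive control wells; values of inactives mirror those of a sister screen read the other way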
RTF Ca sens inh = cardiac RTF calcium desensitization; P19429+P45379; IANBD-labeled cardiac RTF, Ca2+ fluorescence; inhibition, % at 7.15 µM; 340,000 compounds, 0.12% hits; AID 493244;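 active = inhibition above the mean inhibition of all tested compounds plus 3 SD, cut at about 17% in these data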;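 note: assay run at fixed EC70 calcium of 1.6 mM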
C-LANA FP = KSHV C-LANA DNA binding inhibition; MBP-C-LANA/FAM-LBS DNA binding, fluorescence polarization; inhibition, % at 9 µM; 340,000 compounds, 0.078% hits; AID 504423;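 active = highest replicate inhibition at or above 60% at 9 µM, even if other replicates fall short; inactive = all replicates below 60% inhibition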;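 note: 0% = neutral control wells and 100% = 4 µM acridine orange control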
DAGLB inhibitor = blocks human DAGLB lipase activity | 340,000 compounds, 0.059% hits | Q8NCG7 | HEK293T DAGLB membrane lysate, EnzChek fluorogenic substrate | inhibition, % at 5.17 µM; in the data active = inhibition above about 34%;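 note: 0% = enzyme with vehicle and 100% = wells lacking enzyme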
NSD2 inh = NSD2 (human) methyltransferase inhibition | O96028 | NSD2 peptide methylation, AlphaScreen, 120 min | inhibition, % at 12.5 µM | 310,000 compounds, 0.54% hits | AID 743445; in the data active = inhibition above about 50%
Keap1 Nrf2 FP = disrupts human Keap1 binding to Nrf2 peptide; 340,000 compounds, 0.15% hits; AID 504523; inhibition, % at 9.4 µM; Keap1 Kelch-Nrf2 peptide fluorescence polarization, 1536-well; Q14145; in the data active = inhibition above about 12%;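 note: human Keap1 Kelch domain with fluorescein labeled Nrf2 9mer peptide probe; 0% = neutral control wells and 100% = peptide positive control; higher means more block of Keap1 binding to Nrf2 peptide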
Target sequence (Q14145 whole entry, looked up, the tested form may be a part): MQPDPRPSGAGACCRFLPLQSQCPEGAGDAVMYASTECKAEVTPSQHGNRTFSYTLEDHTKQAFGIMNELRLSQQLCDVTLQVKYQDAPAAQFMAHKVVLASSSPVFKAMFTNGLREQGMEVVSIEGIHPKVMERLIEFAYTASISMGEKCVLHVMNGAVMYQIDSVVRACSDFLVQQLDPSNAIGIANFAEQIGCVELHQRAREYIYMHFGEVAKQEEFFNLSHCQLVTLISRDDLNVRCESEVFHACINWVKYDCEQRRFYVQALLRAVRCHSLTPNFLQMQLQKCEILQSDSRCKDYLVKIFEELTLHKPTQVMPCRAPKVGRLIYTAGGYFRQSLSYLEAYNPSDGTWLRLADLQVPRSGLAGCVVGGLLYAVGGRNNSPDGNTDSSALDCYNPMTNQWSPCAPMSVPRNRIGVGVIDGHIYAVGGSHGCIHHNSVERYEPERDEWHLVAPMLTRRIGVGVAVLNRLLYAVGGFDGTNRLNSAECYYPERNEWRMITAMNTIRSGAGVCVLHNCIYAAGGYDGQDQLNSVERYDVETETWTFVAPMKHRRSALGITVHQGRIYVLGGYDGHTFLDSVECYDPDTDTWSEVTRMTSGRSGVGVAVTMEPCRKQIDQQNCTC
SR-BI DiI-HDL act = SR-BI HDL lipid transfer activation. activation, % at 12.5 µM. AID 504775. 320,000 compounds, 0.096% hits. CHO ldlA[mSR-BI] cells, DiI-HDL uptake fluorescence, 3 h; 100 = double the neutral-control signal;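 active = mean replicate activation of at least 60% and every replicate at or above 60%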;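 note: 0% = median plate neutral-control signal and 100% = twice that signal; values of inactives mirror those of a sister screen read the other way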
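Material – SR-BI-overexpressing, LDLR-lacking CHO cells · Medium – BSA-supplemented, HEPES-buffered Ham's F12, pH 7.4 · Doses – single concentration · Times – compound with DiI-HDL co-incubation, 3 h at 37 °C · Measured by – bottom-read fluorescence, 550/595 nm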
PvdQ inh = blocks Pseudomonas aeruginosa PvdQ acylase activity | AID 488965 | 340,000 compounds, 0.063% hits | inhibition, % at 10 µM | purified PvdQ acylase, fluorescence plate reader; in the data active = inhibition above about 30%, passing the limit was not always enough;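 note: 0% = vehicle neutral wells and 100% = reference inhibitor wells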
PKA-R2B activ = PKA-R2B complex activation; PKA-R2B holoenzyme dissociation, Cy5-IP20 fluorescence polarization; R2B truncated from residue 108, S112A mutant; 0% DMSO only, 100% 113 µM cGMP; activation, % at 11.4 µM; 340,000 compounds, 0.079% hits;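 active = activation above a cutoff set at the mean over all compounds plus 3 SD, cut at about 18% in these data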;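 note: higher means more holoenzyme dissociation and a rise in polarization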
Target sequence (P31323 whole entry, looked up, other chains not shown, the tested form may be a part): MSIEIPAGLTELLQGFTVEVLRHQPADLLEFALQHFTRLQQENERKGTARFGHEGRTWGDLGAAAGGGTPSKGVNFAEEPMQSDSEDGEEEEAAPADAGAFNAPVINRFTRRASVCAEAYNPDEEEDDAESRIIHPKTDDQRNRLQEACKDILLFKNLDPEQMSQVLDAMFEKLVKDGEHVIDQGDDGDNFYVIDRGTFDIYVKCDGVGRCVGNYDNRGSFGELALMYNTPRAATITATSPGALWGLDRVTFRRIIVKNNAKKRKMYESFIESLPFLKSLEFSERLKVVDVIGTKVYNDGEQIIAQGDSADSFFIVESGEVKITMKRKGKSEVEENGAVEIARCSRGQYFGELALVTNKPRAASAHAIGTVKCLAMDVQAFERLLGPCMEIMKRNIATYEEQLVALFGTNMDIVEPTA
An asterisk follows results filed as active; x = not tested or not shown.

SMILES | Arr AP2 block | SR-BI DiI inh | RTF Ca sens inh | C-LANA FP | DAGLB inhibitor | NSD2 inh | Keap1 Nrf2 FP | SR-BI DiI-HDL act | PvdQ inh | PKA-R2B activ
CCOC(=O)c1ccc(-c2ccc(C(=O)Nc3cccnc3)o2)cc1 | 3 | -14 | -11 | 1.3 | 0 | x | -2 | 14 | -12 | 1
COc1ccc(CNC(=O)Cc2nn(C)c(=O)c3ccccc23)cc1 | 31 | -4 | 4 | -1.5 | -1 | -2 | 1 | 4 | 1 | 7
O=C(NCCC(=O)N1CCN(S(=O)(=O)c2ccccc2Cl)CC1)Nc1ccccc1 | -13 | 0 | -8 | 0.6 | -2 | -18 | -1 | 0 | -9 | 1
Cc1cc(C)c(C#N)c(Oc2ccccc2)n1 | -11 | 9 | -1 | -0.5 | -2 | -1 | -11 | -9 | -8 | -1
CS(=O)(=O)CCC(C(=O)N1CCOCC1)N1C(=O)c2cc(Cl)c(Cl)cc2C1=O (centres undefined) | -5 | -11 | 13 | -0.3 | 0 | -4 | -8 | 11 | -8 | -5
O=C(Nc1ccc([N+](=O)[O-])cc1)C1CC1(c1ccccc1)c1ccccc1 (centres undefined) | 48 | 42 | 3 | 0.1 | -4 | 0 | -3 | -42 | 9 | -5
O=C1CC(N2CCSCC2)C(=O)N1c1ccc(Br)cc1 (centres undefined) | 2 | 5 | -2 | -1.6 | -4 | x | -3 | -5 | 1 | -2
COC(=O)c1onc(-c2ccccc2)c1C(=O)OC | 15 | 2 | -11 | 0.3 | -5 | -1 | -2 | x | -15 | -5
CCC(C)NC(=O)Cn1cc(S(=O)(=O)N2CCN(c3ccccc3F)CC2)c2ccccc2c1=O (centres undefined) | 8 | 87* | 2 | -0.3 | -2 | 0 | 2 | -87 | 6 | 9
COc1ccc2nc(SCc3ccccc3)nc(C)c2c1 | 2 | -8 | 11 | -1.1 | -9 | -5 | -4 | 8 | -12 | -9

Molecules from the list above with a Cl atom:
SMILES | Arr AP2 block | SR-BI DiI inh | RTF Ca sens inh | C-LANA FP | DAGLB inhibitor | NSD2 inh | Keap1 Nrf2 FP | SR-BI DiI-HDL act | PvdQ inh | PKA-R2B activ
O=C(NCCC(=O)N1CCN(S(=O)(=O)c2ccccc2Cl)CC1)Nc1ccccc1 | -13 | 0 | -8 | 0.6 | -2 | -18 | -1 | 0 | -9 | 1
CS(=O)(=O)CCC(C(=O)N1CCOCC1)N1C(=O)c2cc(Cl)c(Cl)cc2C1=O (centres undefined) | -5 | -11 | 13 | -0.3 | 0 | -4 | -8 | 11 | -8 | -5

Next part:
SMILES | Arr AP2 block | SR-BI DiI inh | RTF Ca sens inh | C-LANA FP | DAGLB inhibitor | NSD2 inh | Keap1 Nrf2 FP | SR-BI DiI-HDL act | PvdQ inh | PKA-R2B activ
CSCCC(NC(=O)c1ccco1)C(=O)NCC1CCCO1 (centres undefined) | 5 | -11 | -6 | 0.5 | -2 | 1 | -10 | 11 | -12 | 8
COCC(C)n1c(SCC(=O)Nc2nccs2)nc2ccccc2c1=O (centres undefined) | 8 | -5 | -6 | 0.9 | 1 | -3 | -9 | 5 | -9 | -2
CCc1ccccc1N1C(=O)c2ccccc2S1(=O)=O | 25 | -7 | -5 | -1.6 | -5 | -3 | 2 | 7 | 2 | -1
N#Cc1ccc(OCC(=O)Nc2cc(S(=O)(=O)N3CCCCC3)ccc2N2CCCCC2)cc1 | 1 | 25 | 13 | -0.8 | -2 | -4 | 0 | -25 | -16 | 1
COC(=O)c1nc(NC(=O)c2ccc(Br)cc2)n[nH]1 | 6 | 0 | -10 | 0.9 | -2 | -1 | -4 | 0 | -16 | 4
Cc1ccsc1C=Nc1c(C)n(C)n(-c2ccccc2)c1=O | 3 | 7 | 0 | -0.2 | 5 | -3 | 5 | -7 | -1 | 7
COc1ccccc1NC(=O)c1ccccc1-c1ccccc1C(=O)O | 3 | x | -3 | -0.3 | 2 | -2 | 1 | x | -11 | -1
Cc1cccc(C(=O)N[C@H](C(=O)Nc2cc(S(=O)(=O)N3CCCCC3)ccc2C)C(C)C)c1 | 13 | -7 | -4 | -2.5 | 0 | 2 | 1 | 7 | 2 | -9
Cc1cccc(NC(=O)COC(=O)CN2CCCCCC2=O)c1C | 4 | -9 | -2 | 12 | 0 | -2 | 0 | 9 | 6 | -2
Cc1cccc(N(CC(=O)N2CCOCC2)S(C)(=O)=O)c1C | -1 | x | -4 | 0.3 | -1 | -3 | -9 | x | -17 | -2
Cc1cc(C)c(OCC(=O)Nc2ccccc2N2CCOCC2)c(C)c1 | 9 | 20 | -4 | -0.3 | -9 | 0 | 0 | -20 | 13 | -13
O=C1C=CC(=O)N1Cc1ccccn1 | -6 | -43 | -1 | 1.0 | 2 | 2 | -2 | 43 | 0 | 12
CCc1cccc(NC(=S)N(CCOC)C2CCN(C(C)=O)CC2)c1 | 2 | 18 | -3 | 0.8 | 3 | -1 | -4 | -18 | -14 | 2
O=C(O/N=C1\CCCCC1c1ccc([N+](=O)[O-])cc1[N+](=O)[O-])c1c(F)cccc1F (centres undefined) | 11 | -9 | -7 | 0.3 | 2 | 11 | -2 | 9 | -14 | 2
Cc1ccccc1OCC(=O)Nc1ccc2c(c1)C(=O)c1ccccc1C2=O | 9 | 8 | 3 | -0.7 | 0 | 5 | -1 | -8 | 6 | -2
COc1ccc(-n2c(SCC(=O)Nc3cc(C)on3)nc3ccc(O)cc3c2=O)cc1OC | 24 | 20 | 4 | -1.1 | -1 | 9 | 0 | -20 | -9 | 7
COc1cc(OC)c(C(=O)Nc2cc(S(=O)(=O)N3CCOCC3)ccc2N2CCN(C)CC2)cc1OC | -7 | -15 | -10 | 0.9 | 3 | 3 | -3 | 15 | -12 | -2
CCOC(=O)C1CCCN(C(=O)Cn2cnc3sc(C)c(S(=O)(=O)N4CCOCC4)c3c2=O)C1 (centres undefined) | 17 | 1 | -10 | -1.5 | -4 | 4 | 2 | -1 | -2 | -1
CS(=O)(=O)NCc1csc(-c2ccccc2)n1 | 4 | 5 | -7 | 1.8 | 0 | 0 | -6 | -5 | 6 | -5
Cc1ccc(CN2CCN(Cc3nc4c(s3)CCCC4)CC2CCO)cc1 (centres undefined) | 8 | -14 | -5 | 0.5 | 0 | 2 | -2 | 14 | -8 | -3
Cc1cccc2sc(NS(=O)(=O)c3ccccc3)nc12 | -3 | -10 | -5 | -0.3 | 7 | -2 | 0 | 10 | -20 | 3
Cc1cc(S(=O)(=O)N2CCCC2)ccc1OCC(=O)N1CCOCC1 | 0 | -10 | -8 | -0.7 | 2 | -6 | 2 | 10 | -1 | 1
COc1cc(N)c(Cl)cc1C(=O)OCC(=O)c1ccc2c(c1)NC(=O)CO2 | 7 | 41 | 0 | -1.8 | 5 | 5 | 1 | -41 | -11 | 6
CCN=C1S/C(=C\c2sccc2C)C(=O)N1CC | -4 | -7 | -2 | -1.1 | -15 | -2 | -2 | 7 | -3 | 1
CCOc1ccc(N2C(=O)C3C(c4ccc(O)cc4)NC(CCSC)(C(=O)OC)C3C2=O)cc1 (centres undefined) | 13 | -7 | -3 | 0.6 | -2 | 4 | -5 | 7 | 8 | 6
CNC(=O)COC(=O)Cc1ccc(Cl)cc1 | 6 | -12 | -13 | 1.1 | -1 | -19 | -2 | 12 | -4 | 1
Cc1ccc(CSc2nc3c(c(=O)[nH]c(=O)n3C)n2CCC(C)C)cc1 | 26 | 7 | -4 | -0.4 | -1 | x | 0 | -12 | 5 | 5
CSC(=NCc1ccco1)NC#N | -13 | 15 | -2 | -1.3 | 0 | -2 | -4 | -15 | 4 | -14
COc1ccc(CN(C)C(=O)C23CC4CC(CC(C4)C2)C3)c(OC)c1 | 9 | -5 | 4 | 0.2 | -6 | 0 | 0 | 5 | 1 | -10
COc1ccc(CNC(=O)c2c(C)nc3ccccn23)cc1 | 25 | -28 | 5 | 1.8 | 0 | -2 | -2 | 28 | -8 | -6
COCCOC(=O)c1c(N)n(CCCN2CCOCC2)c2nc3ccccc3nc12 | -9 | x | 4 | 0.8 | -2 | 1 | 0 | x | 0 | -5
O=C(CCN1C(=O)/C(=C/c2ccc(F)cc2)SC1=S)Nc1cccnc1 | 7 | x | -9 | 0.8 | 2 | x | -2 | x | -18 | -11
Cc1cccc(C)c1NC(=O)CNC(=O)C1CCCC1 | -7 | -13 | 2 | -0.1 | 1 | -3 | -2 | 13 | -1 | 4
COc1ccc2c(c1)CC/C(=C/c1cc(OC)c(OC)c(OC)c1)C2=O | 28 | x | 0 | -1.1 | 0 | 7 | 2 | x | -4 | -6
Cn1c(=O)n(C)c2cc(NC(=O)CSc3ccccc3)ccc21 | 7 | 5 | -1 | -0.5 | -4 | 0 | 2 | -5 | -1 | 5
COc1ccc(-c2nc3ccccc3c(=O)n2CCCN2CCOCC2)cc1 | -2 | 1 | 5 | -0.9 | -1 | 20 | -5 | -1 | -6 | -7
COc1ccc(OC)c(C2C(C(=O)Nc3ccccc3OC)=C(C)Nc3nc(CCCO)nn32)c1 (centres undefined) | 5 | -7 | -16 | 2.6 | -2 | x | 4 | 7 | -8 | 4
Cc1nc2sc(C(c3cccs3)N3CCN(C(=O)c4ccco4)CC3)c(O)n2n1 (centres undefined) | 11 | -20 | -7 | -2.5 | 2 | x | -4 | 20 | -8 | 8
CCOC(=O)c1c(C)[nH]c(C)c1C(=O)COC(=O)Cc1n[nH]c(=O)c2ccccc12 | -14 | -16 | 1 | 0.3 | 1 | 1 | -2 | 16 | -21 | 6
O=S1(=O)CCC(NC2CCCC2)C1 (centres undefined) | -7 | -14 | 5 | -2.8 | 2 | -2 | 1 | 14 | 11 | 2
O=C(CCN1C(=O)/C(=C\c2ccccc2)SC1=S)NNC(=O)c1cccnc1 | 18 | -6 | -13 | 3.0 | 1 | 2 | -3 | 6 | 1 | -2
Cc1c(C(=O)NCCN(C)C)oc2ccc(S(=O)(=O)N3CCC4(CC3)OCCO4)cc12 | 20 | 2 | -14 | -0.2 | 1 | -2 | -3 | -2 | -4 | -2
CC(=O)Nc1ccc(C2=NN(c3ccccc3)C(c3ccccc3)C2)cc1 (centres undefined) | 5 | 60 | -12 | -2.1 | 5 | -3 | -7 | -60 | -20 | -7
O=C(O)C1CCC(=O)N(C2CCCCC2)C1c1ccccc1 (centres undefined) | -7 | -12 | 6 | 0.4 | -2 | -5 | 4 | 12 | -4 | 8
O=C(O)c1ccc2c(=O)n3c(nc2c1)/C(=C/c1ccc(F)cc1)CC3 | 4 | -13 | -2 | -1.5 | -1 | -1 | -6 | 13 | -18 | -7
CSc1n[nH]c(-c2sccc2OCc2ccc(C)cc2)n1 | -1 | -4 | 2 | 1.2 | -6 | -3 | 1 | 4 | -12 | 8
C=CCn1c(SCC(=O)NC2CCS(=O)(=O)C2)nnc1-c1cc2c(s1)CCC(CC)C2 (centres undefined) | 35 | 23 | 2 | -0.8 | 1 | 2 | -5 | -23 | -6 | 6

Screening data deposited in PubChem BioAssay by several laboratories.
